Compound activity (PubChem BioAssay)
GDH-TPI inh – counter-screen for M. tuberculosis FBA inhibitors: GDH-TPI coupled enzymes. GDH-TPI coupled enzyme counterscreen, NADH absorbance. inhibition, % at 4.8 µM. hit rate 1.2% among 360,000. AID 588335; in the data active means inhibition above about 30%;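 further: 0% = DMSO wells and 100% = wells lacking the enzyme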
Mtb BioA inh – blocks M. tuberculosis BioA enzyme activity | purified M. tuberculosis BioA enzyme, plate reader | inhibition, % at 9.99 µM | hit rate 0.096% among 360,000 | AID 602481; in the data active means inhibition above about 40%
Vc quorum ag – inducers of Vibrio cholerae quorum light production without autoinducers | V. cholerae BH1578 lux reporter, luminescence, 6 h | activation, % at 18.7 µM | hit rate 0.16% among 350,000 | AID 588436; in the data active means activation mostly above about 9.7%, no sharp cut-off; further: not every result past the cut was called active; inactives centre near 0; reference of the scale not given here
PfHsp40 yeast – rescue of PfHsp40-mediated yeast toxicity; hit rate 0.68% among 340,000; S. cerevisiae expressing PfHsp40, growth rescue, ATP luminescence; growth rescue, % at 12.5 µM; in the data active means growth rescue above about 28%, passing the limit was not always enough;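 further: yeast W303a lacking pdr1 and pdr3 grown in galactose medium; growth measured after three days at 30 °C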
Mtb UGM inh – inhibitors of M. tuberculosis UDP-galactopyranose mutase; inhibition, % at 10 µM; hit rate 0.06% among 320,000; purified UGM, fluorescence polarization probe displacement; P9WIQ1; AID 504406; in the data active means inhibition above about 10%, passing the limit was not always enough
Target sequence (P9WIQ1 whole entry, looked up): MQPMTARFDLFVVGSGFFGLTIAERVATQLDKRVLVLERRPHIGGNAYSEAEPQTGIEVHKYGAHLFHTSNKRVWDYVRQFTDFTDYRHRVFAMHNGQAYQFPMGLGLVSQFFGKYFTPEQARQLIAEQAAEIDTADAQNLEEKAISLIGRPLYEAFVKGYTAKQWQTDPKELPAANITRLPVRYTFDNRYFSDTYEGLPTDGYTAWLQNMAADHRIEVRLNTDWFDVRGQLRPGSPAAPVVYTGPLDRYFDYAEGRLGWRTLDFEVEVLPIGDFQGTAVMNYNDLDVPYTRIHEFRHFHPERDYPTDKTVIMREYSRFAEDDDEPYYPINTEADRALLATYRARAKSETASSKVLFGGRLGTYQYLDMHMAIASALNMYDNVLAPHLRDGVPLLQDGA
FadD28 FP inh – inhibitors of Mycobacterium tuberculosis FadD28 bisubstrate binding. FadD28 bisubstrate probe binding, fluorescence polarization. inhibition, % at 12.5 µM. hit rate 0.22% among 360,000. AID 588549; in the data active means inhibition above about 8.5%, passing the limit was not always enough
Mtb FBA inh – inhibits M. tuberculosis FBA enzyme. P9WQA3. inhibition, % at 1 µM. hit rate 2.3% among 360,000. purified M. tuberculosis FBA, fluorescence read-out. AID 588726; in the data active means inhibition above about 27%;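 further: 0% = vehicle and 100% = reference inhibitor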
Target sequence (P9WQA3 whole entry, looked up): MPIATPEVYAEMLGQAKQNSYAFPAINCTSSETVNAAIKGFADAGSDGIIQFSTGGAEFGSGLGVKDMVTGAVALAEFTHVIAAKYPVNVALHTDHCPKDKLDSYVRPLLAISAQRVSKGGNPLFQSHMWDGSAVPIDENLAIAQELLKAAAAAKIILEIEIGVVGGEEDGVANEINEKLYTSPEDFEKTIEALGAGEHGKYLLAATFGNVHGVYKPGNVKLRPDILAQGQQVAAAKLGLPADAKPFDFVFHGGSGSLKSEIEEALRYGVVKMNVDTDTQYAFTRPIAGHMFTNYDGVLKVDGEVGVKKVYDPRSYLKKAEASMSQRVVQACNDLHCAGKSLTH
Yp Topo-I inh – blocks Yersinia pestis topoisomerase I activity; activity, % at 10 µM; hit rate 0.064% among 360,000; AID 504884; Y. pestis Topo-I cleavage product accumulation, plate reader; in the data active means activity above about 50%, passing the limit was not always enough; further: inactives centre near 2
TcdB inh – inhibitors of Clostridioides difficile toxin B glycohydrolase. P18177. inhibition, % at 9.99 µM. hit rate 0.24% among 350,000. TcdB glycohydrolase enzymatic assay, plate reader; in the data active means inhibition above about 10%
Starred values were filed as active, the others as inactive; i = inactive; . = not tested or not shown. Hits appear at their usual frequency; about 4.6% have a hit in one of these screens.

Values run as follows: Yp Topo-I inh | GDH-TPI inh | Vc quorum ag | Mtb UGM inh | PfHsp40 yeast | FadD28 FP inh | Mtb BioA inh | TcdB inh | Mtb FBA inh
CC(=O)Nc1cccc(Oc2ncnc3scc(-c4ccc(C)cc4)c23)c1
    18 | 2 | 0.0 | -3.0 | 3.8 | -3.1 | 1.3 | 0.3 | 2
CCc1cc2ccccc2nc1SCC(=O)Nc1cc(C)on1
    15 | 11 | 6.1 | 2.5 | 0.4 | -4.7 | -1.2 | . | 0
CCNC(=O)C1(C)CCN1CCS(=O)(=O)c1ccc(C)cc1 (stereo unspecified)
    5 | 0 | -5.0 | . | . | -3.0 | -1.1 | -0.7 | -3
Cc1[nH]n(-c2ccc([N+](=O)[O-])cc2)c(=O)c1C=NCCN1CCN(C(=O)c2ccc(F)cc2)CC1
    7 | -7 | 7.4 | -0.6 | -0.9 | -0.5 | 0.9 | . | 5
COc1ccccc1OCc1ccc(C(=O)N(C)C)o1
    -4 | -4 | . | 0.2 | -1.5 | -0.7 | -0.7 | . | 0
CN(C)CCn1c2c(c(SCC(=O)Nc3ccccc3C(F)(F)F)nc1=O)CCCC2
    -7 | 1 | i | 0.8 | -0.3 | -1.8 | 1.3 | 1.4 | 1
COc1ccc(/C=N/NC(=O)c2cnccn2)c(OC)c1OC
    9 | -1 | 0.0 | 0.5 | -0.1 | -0.8 | . | 0.4 | 0
COC(=O)CCC(=O)Nc1cc(S(=O)(=O)Nc2ccc(Cl)cc2)ccc1N1CCOCC1
    9 | -4 | -0.3 | -1.7 | 0.3 | -2.7 | . | . | 0
Cc1ccc(-c2csc3ncnc(N4CCN(c5ccccc5O)CC4)c23)cc1
    3 | -5 | i | -0.1 | 3.5 | -4.0 | -1.6 | -4.8 | -1
CC(C)(C)c1cc(C(=O)NN)n(Cc2ccc(Cl)cc2Cl)n1
    -2 | -1 | i | 1.9 | -0.1 | -1.0 | -2.0 | 1.0 | -1
CC(C)CCNC(=O)c1onc(CSc2ccc(Cl)cc2)c1C(=O)NCCC(C)C
    20 | 7 | i | 0.3 | -0.2 | -0.7 | -3.0 | -0.2 | 1
COc1ccc(-n2nnnc2SCC(=O)N2CCCC2=O)cc1
    2 | 2 | -2.0 | 1.6 | -1.5 | -2.7 | -1.2 | -1.1 | -2
N#CCCN1CCN(S(=O)(=O)c2ccc(S(=O)(=O)N3CCOCC3)cc2)CC1
    9 | 4 | -0.4 | 1.2 | -0.2 | 0.3 | -2.3 | 1.7 | 0
O=C(NN1C(=O)CSC1=S)c1cccnc1
    16 | 16 | i | 0.7 | . | 3.5 | -3.8 | 0.8 | -1
NS(=O)(=O)c1ccc(CCNC(=O)Cc2cccs2)cc1
    4 | 7 | i | -2.3 | -1.1 | 0.2 | -0.5 | 0.0 | 1
O=C(CCn1nc(-c2ccc(Cl)cc2)c2ccccc2c1=O)Nc1cccnc1
    32 | 5 | -0.5 | 1.4 | -0.3 | -3.6 | . | 1.7 | 0
COc1ccc(-c2nc(SCC(=O)N3CCOCC3)n[nH]2)cc1
    -2 | 4 | -0.5 | -0.6 | -0.8 | -3.0 | -0.3 | . | -1
COc1ccc(C(CNC(=O)COc2cccc(C)c2)N2CCCC2)cc1 (stereo unspecified)
    9 | -8 | 0.4 | -1.6 | -0.1 | -5.6 | 0.3 | 1.2 | -3
OC(c1ccccc1)C1CN(Cc2ccccc2)CCC1(O)c1ccccc1 (stereo unspecified)
    8 | -15 | 1.0 | 1.4 | 0.3 | 1.4 | 0.7 | 0.5 | 3
O=C(N1CCOCC1)N(CCN1CCOCC1)Cc1cccc2ccccc12
    5 | 9 | i | 1.0 | 0.7 | -1.1 | -2.1 | . | -3

New compounds follow.
Values run as follows: Yp Topo-I inh | GDH-TPI inh | Vc quorum ag | Mtb UGM inh | PfHsp40 yeast | FadD28 FP inh | Mtb BioA inh | TcdB inh | Mtb FBA inh
O=C(CSc1nnc(-c2ccco2)c(-c2ccco2)n1)c1ccccc1
    7 | 13 | -0.1 | 0.3 | 2.6 | 5.7 | -0.5 | 0.5 | -2
O=C(COC(=O)COc1cccc(Br)c1)Nc1c(Cl)cccc1Cl
    -6 | 2 | 0.0 | 0.5 | -1.4 | -1.4 | . | 1.1 | 1
Cn1nnc(NC(=O)c2cccc([N+](=O)[O-])c2)n1
    5 | 6 | -0.5 | 1.3 | -0.4 | -0.6 | . | 0.6 | -1
COc1ccc(CC(=O)OCC(=O)Nc2cccc(Br)c2)cc1
    -1 | 11 | i | -2.2 | -1.1 | -2.0 | . | 0.9 | 1
CCCn1c(=O)c2sccc2n2c(CCCC(=O)NCc3cccnc3)nnc12
    -9 | -1 | -3.8 | 1.5 | 1.1 | -4.5 | 2.5 | 0.7 | -1
COc1ccc(C2(C)NC(=O)N(CC(=O)NCCC3=CCCCC3)C2=O)cc1OC (stereo unspecified)
    8 | 13 | . | -0.5 | -0.8 | 0.7 | 1.3 | . | 0
CC(=O)Nc1cccc(NC(=O)c2cccc(-c3ccc(O)cc3)c2)c1
    -7 | 0 | 0.4 | -1.4 | -0.5 | -4.7 | 8.4 | 1.7 | 4
COc1cc(/C=N/NC(=O)CCN2CCCCC2)ccc1O
    -6 | 11 | i | -2.4 | 2.7 | -0.6 | . | 10* | 4
CN(c1ccccc1)S(=O)(=O)c1ccc(Cl)c(C(=O)Nc2ccc(N3CCOCC3)cc2)c1
    1 | 4 | -0.6 | -0.4 | -0.4 | -1.8 | 0.3 | -1.9 | 6
CCOc1ccc(NC(=O)c2sc3nc(C)nc(N4CCOCC4)c3c2C)cc1
    27 | 26 | -0.4 | -2.5 | 4.0 | -0.2 | 1.3 | 1.3 | -2
O=S(=O)(c1ccccc1)c1nc(-c2ccc(F)cc2)oc1NCC1CCCO1 (stereo unspecified)
    12 | 7 | 1.6 | -1.8 | 0.1 | -3.6 | -2.5 | 0.0 | -4
COc1cccc(-n2c(SCC(=O)c3c[nH]c4ccccc34)nc3ccccc3c2=O)c1
    17 | 13 | -0.2 | -1.1 | -1.8 | -2.5 | . | 1.1 | 1
C=CCC(C=C)S(=O)(=O)c1ccc(C)cc1 (stereo unspecified)
    -1 | 0 | . | 1.3 | 0.3 | -0.4 | -0.9 | . | -7
COc1cccc(-c2noc(C3CCCN(C(=O)c4ccc(F)cc4)C3)n2)c1 (stereo unspecified)
    3 | 4 | -0.8 | -0.9 | 0.0 | -0.1 | -0.3 | 0.7 | 2
CCCCC(=O)Nc1ccc2oc(-c3cccnc3)nc2c1
    -4 | -1 | -3.2 | -2.4 | 2.8 | -4.4 | 4.5 | . | 141*
NC(=O)c1ccc(S(=O)(=O)N2CCSCC2)cc1
    3 | -3 | -1.5 | 0.2 | -0.8 | -4.0 | -0.3 | -1.3 | 1
COc1ccccc1N1C(=O)c2cccc3cccc(c23)C1=O
    9 | 17 | 6.6 | -0.4 | -1.0 | -2.4 | 2.1 | -0.3 | 0
CN(C)C(=O)c1ccc(NC(=O)CN2C(=O)NC3(CCCc4ccccc43)C2=O)cc1 (stereo unspecified)
    -7 | 1 | i | 5.5 | -0.4 | 1.8 | -0.3 | 1.9 | 2
CS(=O)(=O)N(CC(=O)NCCSCc1ccco1)c1ccc(Cl)cc1
    12 | -4 | -0.5 | 1.2 | 0.4 | -0.3 | -1.8 | 1.2 | 0
CC(C)(C)NC(=O)C(=O)NCc1ccccn1
    7 | -4 | -0.2 | -0.8 | -0.1 | 1.0 | 0.4 | -0.9 | -1

Record cards (already shown):
Results for `NC(=O)c1ccc(S(=O)(=O)N2CCSCC2)cc1` : Yp Topo-I inh = 3; GDH-TPI inh = -3; Vc quorum ag = -1.5; Mtb UGM inh = 0.2; PfHsp40 yeast = -0.8; FadD28 FP inh = -4.0; Mtb BioA inh = -0.3; TcdB inh = -1.3; Mtb FBA inh = 1
Results for `O=C(CSc1nnc(-c2ccco2)c(-c2ccco2)n1)c1ccccc1` : Yp Topo-I inh = 7; GDH-TPI inh = 13; Vc quorum ag = -0.1; Mtb UGM inh = 0.3; PfHsp40 yeast = 2.6; FadD28 FP inh = 5.7; Mtb BioA inh = -0.5; TcdB inh = 0.5; Mtb FBA inh = -2

Further records follow:
Values run as follows: Yp Topo-I inh | GDH-TPI inh | Vc quorum ag | Mtb UGM inh | PfHsp40 yeast | FadD28 FP inh | Mtb BioA inh | TcdB inh | Mtb FBA inh
CCOC(=O)c1ccc(NC(=O)CSc2nnc(COc3ccccc3)n2C)cc1
    13 | 6 | i | 3.8 | -0.4 | -0.8 | -0.8 | . | 0
COc1ccccc1NC(=S)NCc1ccccn1
    3 | 0 | i | -0.5 | 1.8 | -2.5 | . | -3.7 | 5
CCOc1ccccc1CN1CCC(Oc2ccc(C(=O)NCc3ccccn3)cc2)CC1
    24 | -2 | -0.5 | . | 0.2 | -3.2 | 4.6 | 1.7 | -4
CC(Sc1nc2c(N)ncnc2n1CCOc1ccccc1)C(=O)O (stereo unspecified)
    2 | 2 | -0.5 | 0.3 | . | -2.4 | 1.5 | 1.1 | 0
COCCCNC(=O)Cn1cc(/C=C2\C(=O)NC(=O)N(c3ccccc3F)C2=O)c2ccccc21
    3 | 11 | i | 23* | -0.6 | 2.8 | -4.1 | . | -1
CC(=O)c1c(C)[nH]c(C(=O)NCCC2=CCCCC2)c1C
    6 | -2 | -3.7 | 1.6 | 0.2 | -4.5 | 9.3 | . | 1
CCN(C(=O)CSc1nc2scc(-c3ccccc3)c2c(=O)n1N)C1CCS(=O)(=O)C1 (stereo unspecified)
    -5 | 8 | 0.5 | . | -1.2 | -0.6 | -2.5 | 0.9 | 1
NCC12CC3CC(C1)CC(c1ccc(Cl)cc1)(C3)C2
    -16 | -2 | -0.3 | 0.4 | -0.2 | -7.4 | . | 1.8 | 0
CCCCN1C(=O)C(C#N)CC2=C1CC(C)(C)CC2=O (stereo unspecified)
    -3 | 4 | -0.9 | . | 0.1 | 0.6 | 1.7 | -0.2 | -2
CCN(CC)C(=O)c1ccc(NC(=S)NC(=O)CCc2ccccc2)cc1
    42 | -4 | -0.6 | -3.9 | 3.1 | 0.9 | 0.2 | 1.8 | -2
Cc1nc(NCc2ccco2)c2c(C)c(C)sc2n1
    6 | 11 | 1.0 | -0.3 | 3.0 | -1.6 | 1.5 | . | 3
COc1ccc(S(=O)(=O)Cc2ccc(C(=O)NC3CCCCC3)o2)cc1
    5 | 9 | -1.7 | 1.5 | -1.0 | -2.0 | -0.9 | 0.8 | -1
COc1ccccc1-c1nnc2n1N=C(c1ccc(O)c(O)c1)CS2
    8 | 36* | -2.8 | -1.1 | 0.1 | -0.6 | 2.3 | . | -5
Cc1ccccc1CNS(=O)(=O)c1ccccc1[N+](=O)[O-]
    -14 | -1 | i | -2.0 | -0.3 | -3.0 | -1.5 | 1.8 | -1
COc1ccc(NC(=O)c2cc(C3CCCCN3C(=O)c3cc(C(C)(C)C)nn3C)on2)c(C)c1 (stereo unspecified)
    20 | 6 | -5.0 | . | . | 0.2 | 0.8 | 1.4 | 0
CC1CCCCC1NC(=O)CN1CCN(Cc2ccccc2Cl)C1=O (stereo unspecified)
    5 | -1 | -0.2 | -0.9 | -1.5 | -3.6 | . | . | -8
COc1ccc2cc(C(=O)Nc3c(C)n(C)n(-c4ccccc4)c3=O)sc(=O)c2c1OC
    12 | 13 | -0.1 | -1.1 | 0.2 | -3.0 | 1.7 | . | 2
Cc1cccc(OCC(=O)Nc2cccc(C(=O)Nc3ccccc3C(=O)O)c2)c1
    15 | 10 | 0.2 | 5.7 | -1.3 | -22 | . | . | 1
COc1cccc(N2C(=O)Nc3ccc(Br)cc3C2(O)C(=O)NCCN(C)C)c1 (stereo unspecified)
    -1 | 5 | 1.5 | 3.4 | -0.7 | -0.9 | -2.0 | 0.1 | 0
COc1ccc(-c2noc(N3CCCC(C(=O)Nc4ccc(F)cc4F)C3)n2)cc1 (stereo unspecified)
    6 | -13 | -0.2 | 1.9 | 0.3 | -2.0 | 1.8 | 0.8 | -1
